M1 PAM parental = M1 PAM counterscreen hit in parental CHO-K1 cells | ATP EC20, Fluo-8 calcium fluorescence; 0% at ATP EC20, 100% at ATP max | AID 602247 | activation, % at 3 µM | actives 0.02% (n = 360,000);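 active means activation above the run cutoff, the mean activation of all test compounds plus 3 SD, cut at about 40% in these data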;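 further: peak over basal fluorescence ratio in a 140 s read after ATP addition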
TAAR1 antagonist = antagonists of human TAAR1. CHO RD-HGA16 TAAR1, Fluo-8 calcium fluorescence, antagonist. AID 624466. inhibition, % at 3 µM. actives 1.5% (n = 360,000). Q96RJ0;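 active means inhibition above a per-plate cutoff, the mean inhibition of test compounds on that plate plus 3 SD, cut at about 49% in these data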;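 further: 0% = DMSO plus EC80 beta-PEA response and 100% = DMSO alone without agonist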
Target sequence (Q96RJ0 whole entry, looked up): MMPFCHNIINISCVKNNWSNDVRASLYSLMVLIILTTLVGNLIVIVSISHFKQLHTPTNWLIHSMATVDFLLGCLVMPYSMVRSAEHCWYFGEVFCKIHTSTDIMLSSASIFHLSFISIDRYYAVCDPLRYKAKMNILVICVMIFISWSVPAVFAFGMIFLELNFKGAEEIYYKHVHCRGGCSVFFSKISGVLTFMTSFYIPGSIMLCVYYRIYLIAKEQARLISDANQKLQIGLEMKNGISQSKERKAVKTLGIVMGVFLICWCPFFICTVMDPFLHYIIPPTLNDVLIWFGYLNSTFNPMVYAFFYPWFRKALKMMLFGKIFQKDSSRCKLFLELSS
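Test system – hTAAR1-expressing CHO RD-HGA16 cells, Gα16-coupled · Also added – β-PEA at EC80 concentration, post-compound challenge · Compound – 3 µM, single point · Incubation – dye loading 75 min at 37 °C, then 30 min room temperature · Measured by – Fluo-8 intracellular calcium dye fluorescence, real-time kinetic reads · Benchmarks – vehicle and agonist controls · Replicates – singlicate, one well per test compound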
CHO-K1 Ca antag = counter-screen for M1 antagonists: effect in parental CHO-K1 cells | ATP-induced calcium, Fluo-8 fluorescence | actives 0.6% (n = 360,000) | inhibition, % at 3 µM;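 active means inhibition above a per-plate cutoff, the plate's mean sample inhibition plus 3 SD, cut at about 24% in these data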;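 further: 0% = DMSO plus EC80 ATP and 100% = DMSO alone without ATP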
CHO parental Ca = counter-screen for OX1R antagonists: effect in parental CHO cells; actives 0.63% (n = 330,000); AID 463079; parental CHO-K1, ATP-induced calcium, Fluo-8 fluorescence; inhibition, % at 5.6 µM;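 active means inhibition above that plate's mean sample inhibition plus 3 SD, cut at about 26% in these data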;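 further: 0% = ATP-challenged DMSO wells and 100% = DMSO wells without ATP; some compounds past the cut are filed as inactive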
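Material: parental CHO cells / Compound: single nominal dose of 5.6 µM per compound / Signal: Fluo-8 fluorescence / Replicates: singlicate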
TAAR1 ag = agonists of human TAAR1; activation, % at 3 µM; actives 0.99% (n = 360,000); Q96RJ0; CHO RD-HGA16 TAAR1, Fluo-8 calcium fluorescence; vehicle wells 0%, saturating PEA agonist 100%;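 active means activation above the mean activation of all test compounds in the run plus 3 SD, cut at about 38% in these data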
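System: CHO RD-HGA16 cells carrying human TAAR1 plus Gα16; Incubation: 17-24 h seeding, 75 min 37 °C dye, 30 min RT; Measured by: Fluo-8 fluorescence, 5 s baseline then 140 s kinetic read; Control set: DMSO and PEA EC100; Replication: single well for each compound.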
CHRM1 antagonist = human CHRM1 antagonism | CHO-K1 hM1, Fluo-8 calcium fluorescence, ACh EC80 antagonist | inhibition, % at 3 µM | actives 1.3% (n = 360,000);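 active means percent inhibition above its own plate's cutoff, namely the mean of that plate's compound wells plus 3 SD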;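 further: peak over basal fluorescence ratio during 140 s after agonist addition; 0% = ACh EC80 plus DMSO and 100% = DMSO alone without agonist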
Target sequence (P11229 whole entry, looked up): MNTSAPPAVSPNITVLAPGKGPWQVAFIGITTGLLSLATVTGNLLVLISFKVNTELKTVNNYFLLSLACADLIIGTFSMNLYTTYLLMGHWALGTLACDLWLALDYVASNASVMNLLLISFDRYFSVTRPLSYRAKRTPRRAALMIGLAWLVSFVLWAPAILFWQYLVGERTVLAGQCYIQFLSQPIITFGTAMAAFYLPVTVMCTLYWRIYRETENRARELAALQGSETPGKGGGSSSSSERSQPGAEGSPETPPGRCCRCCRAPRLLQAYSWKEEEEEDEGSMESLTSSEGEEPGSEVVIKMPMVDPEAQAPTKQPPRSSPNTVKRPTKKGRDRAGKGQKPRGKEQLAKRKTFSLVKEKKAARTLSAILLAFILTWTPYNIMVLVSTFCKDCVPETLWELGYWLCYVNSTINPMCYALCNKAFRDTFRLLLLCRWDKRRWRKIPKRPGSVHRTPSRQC
M1 ag = human M1 muscarinic receptor agonism | activation, % at 3 µM | CHO-K1 hM1, Fluo-8 calcium fluorescence, agonist mode; 0% DMSO, 100% acetylcholine EC100 | actives 0.33% (n = 360,000) | P11229;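 active means activation above the run's mean compound activation plus 3 SD, cut at about 16% in these data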;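 further: peak over basal fluorescence ratio within a 140 s kinetic read after compound addition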
M1 ag parental = M1 agonist counterscreen hit in parental CHO-K1 cells; Fluo-8 calcium fluorescence; scaled to maximal ATP response, vehicle zero; activation, % at 3 µM; actives 0.48% (n = 360,000); in the data active means activation above about 15%;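 further: untransfected CHO-K1 host cells lacking M1 receptor as counterscreen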
CHRM1 PAM = potentiates human M1 receptor response to acetylcholine | CHO-K1 hM1, Fluo-8 calcium fluorescence, ACh EC20; 0% = ACh EC20, 100% = maximal ACh | AID 588819 | actives 0.088% (n = 360,000) | activation, % at 3 µM; in the data active means activation above about 19%, passing the limit was not always enough
The depositor's hits bear a star; / = not tested or not shown. Hits appear at their usual frequency. Share with any hit: about 4.4%.

smiles,M1 PAM parental,TAAR1 antagonist,CHO-K1 Ca antag,CHO parental Ca,TAAR1 ag,CHRM1 antagonist,M1 ag,M1 ag parental,CHRM1 PAM
COc1ccc(CCNC(=O)COc2ccc(S(=O)(=O)N3CCOCC3)cc2)cc1,-9,9,-4,-3,1,1,-3,0.0,2
CNc1ccccc1C(=O)OCC(=O)c1ccccc1,27,/,-14,-15,/,-2,-6,0.5,1
CC(NC(=O)C(C)N1C(=O)C2C3CC(C(Br)C3Br)C2C1=O)c1ccccc1 (stereo unspecified),6,14,-5,-10,37,-9,2,3.3,9
CC(=O)N(C)c1nnc(-c2ccccn2)s1,14,-5,-9,6,4,-5,-3,0.3,7
CC[C@H](C)[C@@H](N)C(=O)NC[C@H]1O[C@@H](n2cnc3c(=O)[nH]c(N)nc32)[C@H](O)[C@@H]1O,-10,-10,6,/,0,-13,1,-0.3,-2
O=C(N/N=C/c1ccc(N2CCOCC2)c([N+](=O)[O-])c1)c1ccc(F)cc1,10,19,-8,-8,10,-8,-2,2.7,4
CCN1CCN(C(=O)CS(=O)(=O)Cc2nc(-c3cccc(OC)c3)oc2C)CC1,-3,-22,-11,-21,1,-3,-3,1.2,2
CCCCN(C(=O)C1=CC=CN2CCS(=O)(=O)N=C12)c1ccccc1,-28,-30,22,/,5,-9,5,-0.4,13
COc1ccccc1CNC(=O)CNC(=O)[C@@H]1Cc2ccccc2CN1,-6,-14,0,9,2,9,-3,5.5,-1
CC1=CC(=O)O[C@@H]1[C@@]1(C)C[C@H]2OC(=O)C[C@H]3[C@@H](C)C(=O)C(O)=C1[C@@]23CO,5,4,-4,-7,0,-16,0,0.4,1
c1ccc(-c2noc(CN3CCCC(OCc4ccccn4)C3)n2)cc1 (stereo unspecified),8,-5,-11,-22,1,-20,-1,0.6,8
CC1(C)CC(=O)C(N=Nc2cccc(S(=O)(=O)N3CCOCC3)c2)=C(O)C1,10,-19,-5,2,1,-14,-6,0.7,6
CCN(CC)C(=O)c1[nH]cnc1C(=O)Nc1ccc(OC)cc1,1,-9,-10,0,0,-1,0,0.7,6
O=C(NCC1COc2ccccc2O1)c1ccc(-n2cncn2)c([N+](=O)[O-])c1 (stereo unspecified),0,-10,6,-5,2,-15,-2,0.3,10
Cc1cnc(C(=O)OCC(=O)c2csc(N3CCCCC3)n2)cn1,-22,-2,11,0,0,28,-3,0.3,-8
Cc1sc2ncnc(NCC(c3ccco3)N(C)C)c2c1C (stereo unspecified),-7,-19,14,-4,5,38*,-4,0.1,-18
COc1cc(-c2n[nH]c(=S)n2-c2cccc(C(F)(F)F)c2)cc(OC)c1OC,16,3,-2,-4,3,-4,0,1.2,1
O=C(OCc1csc(-c2ccccc2)n1)c1cccs1,-5,3,16,-3,2,-10,-4,0.1,2
COc1cc(-c2cc(C(=O)O)c3cc4ccccc4cc3n2)cc(OC)c1OC,21,-19,-9,/,2,-9,-1,0.5,6
CC(C)c1ccc(/C=N/NC(=O)c2nnn(-c3nonc3N)c2CN(C)C2CCCCC2)cc1,22,-13,-10,-6,0,-6,-2,-0.4,5
CCC1(C)Cc2c(C#N)c(N)n(-c3ccccc3)c(=O)c2CO1 (stereo unspecified),-3,3,-1,-1,9,-2,-3,-0.3,0
O=c1cc(N=Nc2ccc(Cl)cc2)[nH]c(=O)[nH]1,0,18,-9,3,-1,-1,-4,-0.6,4
Cc1c(C)[n+](=O)c2c(n1[O-])C(Br)CCC2Br (stereo unspecified),-15,3,6,-2,3,-19,0,-0.5,19
O=C(NC1CCCCC1)c1cccc(COCC(F)(F)F)c1,22,-7,-21,-21,2,-4,-4,0.9,7
COc1ccc(N(CC(=O)NC2CCCC2)C(=O)Cn2nnc(-c3ccc(F)cc3)n2)cc1OC,-12,/,2,-3,/,0,-1,-0.1,3
O=C1CCCC2=C1C1(O)C(=O)c3ccccc3C1(O)O2 (stereo unspecified),-7,1,6,3,0,7,0,0.1,-6
COc1ccc(-c2nc(CN3CCC(c4ccccc4)CC3)c(C)o2)cc1OC,17,-3,-8,-14,1,-11,-5,-0.5,9
CCc1ccc(C(=O)N2CCN(c3ccc(NC(=O)c4ccco4)cc3)CC2)cc1,5,-6,-14,-20,-1,-3,0,0.6,3
O=C(Nc1cccc2c1CCCC2)c1ccc(F)cc1,-13,-23,3,-6,13,18,-3,0.2,-3
CCOC(=O)c1c(C)c(/C=N/Nc2ccccc2)n(C)c1C,9,-28,-11,/,-2,0,0,1.1,0
COc1cccc(C(NC(=O)c2ccccc2F)NC(=O)c2ccccc2F)c1,11,14,-1,-15,7,-4,-2,2.3,7
COc1ccc(NC(=O)CCCn2c(=O)c3sccc3n(Cc3ccccc3C)c2=O)cc1,1,5,-3,-23,1,-1,-7,-0.4,-1
CCOC(=O)c1c(C)c(C(=O)NCCc2ccc(S(N)(=O)=O)cc2)c(C)n1CC,-12,14,-7,-10,0,-1,-3,0.1,6
CC(C)CN1CCN=C1Nc1ccccc1,6,-8,-15,-5,9,0,-8,0.5,9
CNC(=O)c1cc(S(=O)(=O)Nc2ccc(C)cc2C)ccc1C,-19,3,7,-4,2,20,0,2.2,-8
O=c1nc(N2CCCCCC2)nc(N2CCCCCC2)[nH]1,6,-2,7,-15,15,-8,-3,0.2,5

The closing 2 compounds of the section before lead into the next.
smiles,M1 PAM parental,TAAR1 antagonist,CHO-K1 Ca antag,CHO parental Ca,TAAR1 ag,CHRM1 antagonist,M1 ag,M1 ag parental,CHRM1 PAM
CNC(=O)c1cc(S(=O)(=O)Nc2ccc(C)cc2C)ccc1C,-19,3,7,-4,2,20,0,2.2,-8
O=c1nc(N2CCCCCC2)nc(N2CCCCCC2)[nH]1,6,-2,7,-15,15,-8,-3,0.2,5
CCCCN(C(=O)C1CCC1)c1c(N)n(CCC)c(=O)[nH]c1=O,-8,-3,-9,-4,1,3,-2,0.1,0
CS(=O)(=O)Oc1ccc2c(c1)O/C(=C\c1cccnc1)C2=O,12,-22,-12,-5,5,-10,-3,1.4,7
O=C(CSc1nc2c(sc3ccccc32)c(=O)n1CCc1ccccc1)NCc1ccco1,17,-8,-3,-10,2,-3,-5,0.5,4
COCCN1CN(S(=O)(=O)c2ccc(Cl)cc2)c2nc3ccccc3nc21,7,-13,7,-16,-3,1,-4,-0.3,1
Cc1ccc(C)n1-c1ccc(C(=O)/C=C/N(C)C)cc1,19,-2,-9,8,-1,5,-2,-0.5,1
O=C1C=C(Nc2ccccc2)C(=O)c2ccccc21,-7,17,-3,-21,-3,-6,-10,0.3,-1
CCC(=O)NCCc1nc(-c2ccccc2)no1,3,-9,-9,-5,5,0,-4,0.5,7
CC(=O)N/C(=C/c1ccccc1)C(=O)N1CCCCC1,7,6,0,-7,0,1,-4,0.3,-4
COC(=O)c1scc(C)c1NC(=O)c1ccccc1F,15,-2,-4,0,5,-24,-4,-0.1,18
CC(=O)c1ccc(NC(=O)COC(=O)CCc2ccc(S(=O)(=O)N3CCOCC3)cc2)cc1,-6,0,-8,12,9,-22,1,3.2,-2
N#CC1=C(N)N(c2ccccc2)C(c2cccc([N+](=O)[O-])c2)C1(C#N)C#N (stereo unspecified),13,-4,-7,-12,13,7,-3,2.8,-3
COc1ccc(CCNC(=O)c2ccco2)cc1,21,-3,-8,-8,5,-3,-3,0.0,0
COc1ccc(OC)c(S(=O)(=O)Nc2cccnc2)c1,12,2,-5,-1,9,-13,0,0.0,5
O=C(O)c1ccc(-c2nc(-c3ccc(Cl)cc3)cs2)cc1,18,6,-3,/,-3,8,-4,0.0,4
C=CCNC(=O)C12CC3CC(C1)CC(C(=O)NCC=C)(C3)C2,13,21,-11,-18,9,-1,-4,0.4,2
N#Cc1ccc(NC(=O)CSc2n[nH]c(=O)n2C2CC2)cc1,-8,-1,-11,0,3,-4,-2,0.1,-4
Cc1ccc(C(O)c2cccnc2)o1 (stereo unspecified),12,-11,-15,-2,0,-2,-1,4.4,8
CCOc1ccc(C(=O)NC(=S)Nc2ccc(N3CCOCC3)c(Cl)c2)cc1[N+](=O)[O-],13,51*,0,-17,3,17,-9,2.9,-12
CCOc1ccc(CNc2ccc3c(c2)nc(C)n3C)cc1,16,1,-12,-10,12,12,-4,1.6,-15
COc1ccc(/C=N/NC(=O)C[n+]2ccccc2)c(OC)c1OC,16,-15,-9,-2,3,11,-9,3.3,0
Cc1ccc(NC(=O)CN(C)C(=O)c2nn(C)c(=O)c3ccccc23)cc1,7,-16,-6,-3,7,-10,-1,5.4,4
COc1ccc(N2CCN(C3CC(=O)N(Cc4ccc(N5CCCC5=O)cc4)C3=O)CC2)cc1 (stereo unspecified),13,9,-9,-19,2,-3,1,2.7,4
COC(=O)C(NC(=O)c1ccco1)(Nc1nc(C)cs1)C(F)(F)F (stereo unspecified),20,-2,-8,-2,-1,-22,-2,1.0,9
COc1ccc(CCNC(=O)c2ccc(F)c(S(=O)(=O)N3CCCCC3)c2)cc1,16,-4,-15,/,3,-13,0,4.3,-2
COCCN1C(=O)c2ccccc2C1c1nnnn1Cc1ccccc1 (stereo unspecified),-3,12,7,/,2,/,/,5.0,/
CC1CCCN(S(=O)(=O)c2ccc(Cl)s2)C1 (stereo unspecified),11,-6,-13,-20,-2,-6,-7,-0.2,4
O=C1NC(c2ccc(Cl)cc2)=COc2ccccc21,11,-9,-10,12,2,-1,-3,1.2,4
COc1ccc([C@H]2CC(=O)C[C@@H](CCn3cc(-c4nccn4C)nn3)O2)cc1,-11,-12,2,/,2,/,/,0.6,/
CCNC(=S)N1CCN(CCNC2=CC(=O)CC(C)(C)C2)CC1,32,12,-14,-6,-1,-1,-10,1.7,-7
O=C(CSC1=NCCS1)N1CCc2ccccc21,19,4,-9,-8,4,-22,-5,2.6,4
CC(C)CCNC(=O)c1cccc(S(=O)(=O)N2CCc3ccccc32)c1,16,-6,-10,-19,0,-31,-6,0.7,2
CC(C)CCNC(=O)C1CCN(c2nnc(-n3cccc3)s2)CC1,-2,-15,9,1,-3,7,-12,-0.7,-2
CC(=O)/C=C\c1ccccc1OC(=O)c1cc2ccccc2oc1=O,0,5,-7,-8,1,-3,-4,-0.1,5
COc1ccc(C(=O)OCC(=O)NCc2ccco2)cc1S(=O)(=O)N1CCN(c2cccc(Cl)c2)CC1,10,14,3,10,7,9,0,4.2,-7

Source: PubChem BioAssay (The Scripps Research Institute Molecular Screening Center)
